LMP1 NFkB inh – Epstein-Barr LMP1 NF-kappaB reporter inhibition | inhibition, % at 12.5 µM | 350,000 tested, 0.69% active | LMP1-induced NF-kappaB luciferase reporter cells, luminescence | AID 504558; in the data active = inhibition above about 41%;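 note: 0% = neutral control wells and 100% = reference inhibitor control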
NCOA3 inh – inhibitors of human steroid receptor coactivator 3 (SRC3); Q9Y6Q9; HEK293 GAL4-SRC3 luciferase reporter, luminescence; inhibition, % at 3.6 µM; 360,000 tested, 0.17% active;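 active = inhibition above a per-campaign cutoff, the mean of all compounds plus 3 SD, cut at about 60% in these data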;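 note: 0% = DMSO-treated cells and 100% = gossypol-treated cells at 36 µM; higher means less SRC3-driven luciferase light from the GAL4 reporter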
NOD2-RIPK2 inh – inhibitors of human NOD2-RIPK2 interaction | 360,000 tested, 0.38% active | CHO BLA complementation NOD2-RIPK2, CCF4 ratio | inhibition, % at 4.98 µM | O43353 | AID 624267; in the data active = inhibition above about 21%;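 note: 0% = vehicle only and 100% = reference blocker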
NR2F2 inh – blocks human COUP-TFII nuclear receptor; P24468; HEK293T NGFI-A luciferase reporter, luminescence; inhibition, % at 8.6 µM; 370,000 tested, 0.7% active;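 active = inhibition above a per-plate cutoff, mean inhibition of test wells between control levels plus 3 SD, cut at about 38% in these data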;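 note: cells cotransfected with COUP-TFII expression vector driving the NGFI-A reporter; 0% = median of COUP-TF2 test wells and 100% = reporter-only cells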
LRH-1 inv ag – inverse agonists of human LRH-1 (NR5A2); 360,000 tested, 0.13% active; HEK293T StAR-luciferase reporter, LRH-1 transfected, 24 h; inhibition, % at 3.6 µM;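 active = inhibition above the mean inhibition of all tested compounds plus 3 SD, cut at about 73% in these data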;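 note: 0% = DMSO wells and 100% = reporter-only cells lacking LRH-1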
Target sequence (O00482 whole entry, looked up): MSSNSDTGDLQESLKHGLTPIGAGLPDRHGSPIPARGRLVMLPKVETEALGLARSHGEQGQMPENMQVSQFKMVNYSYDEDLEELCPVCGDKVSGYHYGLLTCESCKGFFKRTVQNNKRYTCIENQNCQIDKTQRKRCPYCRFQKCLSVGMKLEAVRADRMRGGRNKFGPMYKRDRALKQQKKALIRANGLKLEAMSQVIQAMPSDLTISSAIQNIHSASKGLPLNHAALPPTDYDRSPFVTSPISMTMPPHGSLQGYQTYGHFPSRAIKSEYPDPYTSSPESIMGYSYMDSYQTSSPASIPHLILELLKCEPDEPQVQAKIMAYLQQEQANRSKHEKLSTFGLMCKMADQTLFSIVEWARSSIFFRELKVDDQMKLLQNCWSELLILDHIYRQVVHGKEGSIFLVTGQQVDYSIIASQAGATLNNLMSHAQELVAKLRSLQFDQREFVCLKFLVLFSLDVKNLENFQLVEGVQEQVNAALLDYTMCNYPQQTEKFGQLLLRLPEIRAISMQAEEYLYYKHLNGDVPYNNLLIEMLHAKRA
MC4R antag cAMP – blocks human MC4R cAMP signaling; 360,000 tested, 0.48% active; inhibition, % at 6.5 µM; MC4R-expressing cells, MTII-stimulated cAMP, LANCE TR-FRET;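 active = inhibition above its plate's cutoff, the mean of tested wells on that plate plus 3 SD, cut at about 29% in these data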;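 note: 0% = Melanotan II alone and 100% = Melanotan II plus saturating MCL0020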
Target sequence (P32245 whole entry, looked up): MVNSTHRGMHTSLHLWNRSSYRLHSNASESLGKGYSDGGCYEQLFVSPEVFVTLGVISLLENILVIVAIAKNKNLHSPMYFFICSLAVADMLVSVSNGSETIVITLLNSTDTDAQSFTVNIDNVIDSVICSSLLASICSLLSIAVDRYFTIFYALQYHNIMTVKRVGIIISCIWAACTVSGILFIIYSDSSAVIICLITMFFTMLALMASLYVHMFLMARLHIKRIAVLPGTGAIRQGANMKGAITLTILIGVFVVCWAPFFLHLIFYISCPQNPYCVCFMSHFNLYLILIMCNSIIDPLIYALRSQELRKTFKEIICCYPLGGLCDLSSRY
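System: U2OS-MC4R stable cell line; Technique: Eu-cAMP/anti-cAMP TR-FRET, emission 671 nm; Repeats: single well per compound; Also added: Melanotan II; Dosing: one concentration, 6.5 µM nominal; Schedule: 30-min compound, 1-h challenge, 1-h detection, room temperature.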
MC4R ag barr – activates human MC4R beta-arrestin recruitment; activation, % at 8.9 µM; U2OS MC4R beta-arrestin complementation, luminescence; percent of melanotan II response, DMSO zero; P32245; 360,000 tested, 0.98% active; AID 540308;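 active = activation above a per-plate cutoff, the mean activation of sample wells on that plate plus 3 SD, cut at about 8% in these data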
ABHD5-PLIN5 inh – blocks binding of human ABHD5 to perilipin-5; Q00G26+Q8WTS1; Split G. princeps luciferase complementation, luminescence, 4 h; inhibition, % at 4 µM; 360,000 tested, 0.78% active; AID 602281;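 active = inhibition above the mean inhibition across every tested compound plus 3 SD, cut at about 22% in these data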;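 note: 0% = DMSO only wells and the 100% control is not disclosed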
TLR9-MyD88 block – TLR9-MyD88 interaction inhibition. Q9NR96+Q99836. 340,000 tested, 0.21% active. CHO BLA complementation TLR9-MyD88, CCF4 FRET ratio. inhibition, % at 4.98 µM;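 active = inhibition above the mean over all tested compounds plus 3 SD, cut at about 21% in these data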;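 note: 0% = DMSO only wells and 100% = clavulanate BLA inhibitor control wells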
SRC1 inh – inhibitors of human steroid receptor coactivator 1 (SRC1); Q15788; HEK293 GAL4-SRC1 luciferase reporter, luminescence; inhibition, % at 3.6 µM; 360,000 tested, 0.12% active; AID 588354;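 active = inhibition above the campaign mean plus 3 SD, with each screening campaign given its own cutoff, cut at about 60% in these data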;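 note: 0% = DMSO treated cells and 100% = gossypol at 36 µM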
SRC2 inh – human SRC2 (NCOA2) inhibition. Q15596. HEK293 GAL4-SRC2 luciferase reporter, luminescence. inhibition, % at 9 µM. 370,000 tested, 0.17% active;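 active = inhibition above the mean inhibition of all tested compounds plus 3 SD, set per campaign, cut at about 52% in these data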;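 note: 0% = DMSO treated cells and 100% = cells given Gossypol at 36 µM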
An asterisk follows results filed as active; / = no result given. These rows are one share of the data. The share of hits here may be higher or lower than overall.

SMILES	LMP1 NFkB inh	NCOA3 inh	NOD2-RIPK2 inh	NR2F2 inh	LRH-1 inv ag	MC4R antag cAMP	MC4R ag barr	ABHD5-PLIN5 inh	TLR9-MyD88 block	SRC1 inh	SRC2 inh
C=CCOC(=O)Cn1cnc2c(sc3nc(C)cc(C)c32)c1=O	-7	-76	-9	-30	-53	4	-0.2	4	-3	-30	-59
O=C(CSc1nc2ccc(Cl)cc2[nH]1)NC1CCCc2ccccc21 (stereo not given)	-4	18	1	8	-4	14	1.1	-3	-2	-7	-6
Cn1cc(S(=O)(=O)N2CCOCC2)cc1C(=O)Nc1cccc(Cl)c1	-5	-15	2	-8	-8	8	-1.5	1	4	8	-6
O=C(O)/C=C/C(=O)Nc1ccc(OC(F)(F)Cl)cc1	-6	-6	-1	-3	-7	9	-1.5	1	-4	-21	5
O=C(CSc1nnnn1-c1ccccc1)N1CCN(C(=O)c2ccco2)CC1	-4	11	-13	8	27	4	0.1	1	-5	-8	-29
COc1nc(N/N=C/c2ccc(C)cc2)nc(N2CCCCC2)n1	0	20	8	14	6	9	-1.4	-6	4	-2	6
Cn1c(N)c(C(=O)COC(=O)c2ccc(OC(F)F)cc2)c(=O)n(C)c1=O	-1	-13	8	-22	-5	4	-2.2	9	-5	-9	-16
C[C@H]1CN([C@@H](C)CO)C(=O)c2cccc(NC(=O)C3CC3)c2O[C@H]1CN(C)Cc1ccc(C(F)(F)F)cc1	-7	7	-15	18	-8	4	0.0	-9	-8	-10	9
O=C(/C=C\c1ccco1)Nc1nc(-c2ccc3ccccc3c2)cs1	10	4	-4	9	-32	0	0.8	-2	-6	10	3
Nc1ccc(S(=O)(=O)Nc2ncccn2)cc1	-3	16	2	-5	5	-3	-0.2	10	-4	6	-14
COc1ccc(N2CCN(C(=O)CCc3c[nH]c4ccccc34)CC2)cc1	-11	12	6	2	6	11	-1.6	3	-2	-8	-7
c1ccc2cc(CNCc3cccc4ccccc34)ccc2c1	8	19	0	6	-4	1	-0.6	-2	8	-1	-20
C[C@H]1Cn2cnc(C(=O)N[C@@H](Cc3c[nH]c4ccccc34)C(=O)OC(C)(C)C)c2C(=O)N1	-25	-8	1	-8	-14	17	2.1	-11	6	-13	7
COc1cccc(/C=N/NC(=O)CNC(=O)c2ccc3c(c2)OCCO3)c1O	-5	17	-8	8	18	11	-2.7	1	2	-8	5
C(=N\N1CCOCC1)/c1ccsc1	0	-2	-7	10	5	2	1.1	-13	-6	-7	-29
C[C@H]1CCC(=O)N([C@H](CC#N)Cc2ccccc2)CC1	1	-12	0	-25	0	7	-2.1	-11	-3	5	10
CCCC(=O)Nc1cc(C)c(NC(=O)c2ccncc2)cn1	-13	17	5	-2	-28	-2	-1.3	-8	4	-10	-2
CCOC(=O)c1ccccc1NC(=O)Cn1cnc2c(cnn2-c2ccc(F)cc2)c1=O	6	5	-15	1	8	2	-0.7	-2	11	-14	9
O=C(C1CC(c2ccc(F)cc2)=NO1)N1CCc2ccccc2C1 (stereo not given)	-2	-4	2	4	-24	2	-0.6	3	6	-14	-47
O=C(O)c1cccc2c1C(=O)c1ccc(Cl)cc1S2(=O)=O	8	-17	-3	12	-15	0	-2.6	-7	-10	10	-9
Cc1cc(NC(=O)c2cc([N+](=O)[O-])cc([N+](=O)[O-])c2C)no1	5	-7	4	-11	0	6	-0.4	-2	5	-12	-11
O=C(Cc1nnc(NC(=O)c2ccccc2)s1)N/N=C/c1cccc(O)c1	-47	-10	4	3	-2	10	0.3	6	7	-23	-11
Clc1ccc(-n2ncc3c(N4CCCCCC4)ncnc32)cc1	41*	80*	-4	92*	79*	6	0.8	-9	3	81*	70*
COc1ccc(OC)c(NC(=O)Cn2c(=O)oc3ccccc32)c1	2	8	-8	-6	2	2	-1.5	-2	-9	-14	-14
CCn1cnc2sc(C(=O)Nc3ccccc3OC)c(C)c2c1=O	4	4	-7	-16	24	4	-4.5	4	2	-11	-43

An excerpt taken from the entries so far:
SMILES	LMP1 NFkB inh	NCOA3 inh	NOD2-RIPK2 inh	NR2F2 inh	LRH-1 inv ag	MC4R antag cAMP	MC4R ag barr	ABHD5-PLIN5 inh	TLR9-MyD88 block	SRC1 inh	SRC2 inh
C[C@H]1CCC(=O)N([C@H](CC#N)Cc2ccccc2)CC1	1	-12	0	-25	0	7	-2.1	-11	-3	5	10
CCCC(=O)Nc1cc(C)c(NC(=O)c2ccncc2)cn1	-13	17	5	-2	-28	-2	-1.3	-8	4	-10	-2
CCOC(=O)c1ccccc1NC(=O)Cn1cnc2c(cnn2-c2ccc(F)cc2)c1=O	6	5	-15	1	8	2	-0.7	-2	11	-14	9
O=C(C1CC(c2ccc(F)cc2)=NO1)N1CCc2ccccc2C1 (stereo not given)	-2	-4	2	4	-24	2	-0.6	3	6	-14	-47
O=C(O)c1cccc2c1C(=O)c1ccc(Cl)cc1S2(=O)=O	8	-17	-3	12	-15	0	-2.6	-7	-10	10	-9
Cc1cc(NC(=O)c2cc([N+](=O)[O-])cc([N+](=O)[O-])c2C)no1	5	-7	4	-11	0	6	-0.4	-2	5	-12	-11
O=C(Cc1nnc(NC(=O)c2ccccc2)s1)N/N=C/c1cccc(O)c1	-47	-10	4	3	-2	10	0.3	6	7	-23	-11
Clc1ccc(-n2ncc3c(N4CCCCCC4)ncnc32)cc1	41*	80*	-4	92*	79*	6	0.8	-9	3	81*	70*
COc1ccc(OC)c(NC(=O)Cn2c(=O)oc3ccccc32)c1	2	8	-8	-6	2	2	-1.5	-2	-9	-14	-14
CCn1cnc2sc(C(=O)Nc3ccccc3OC)c(C)c2c1=O	4	4	-7	-16	24	4	-4.5	4	2	-11	-43

Next part.
SMILES	LMP1 NFkB inh	NCOA3 inh	NOD2-RIPK2 inh	NR2F2 inh	LRH-1 inv ag	MC4R antag cAMP	MC4R ag barr	ABHD5-PLIN5 inh	TLR9-MyD88 block	SRC1 inh	SRC2 inh
O=C(Nc1nc2c(F)cc(F)cc2s1)C1CC1	-20	-29	-14	-28	-61	-5	-0.6	2	5	-53	-5
Cc1noc(C)c1C(=O)N1CCOCC1	-3	9	0	-6	3	4	-1.2	-3	6	-17	10
COCCn1c(SCC(=O)NC2CCCCC2)nc2c(c1=O)SCC2	4	-2	-6	-20	1	3	-3.5	2	-8	-13	10
COc1ccc(S(=O)(=O)N(C)C[C@@H]2Oc3cc(C#CC4CCCCC4)ccc3S(=O)(=O)N([C@@H](C)CO)C[C@@H]2C)cc1	-1	8	5	-6	32	-1	1.2	14	0	-40	14
CC(C)(C)c1ccc(CC(=O)N2CCC2(C)C(=O)NS(=O)(=O)c2cccc(OC(F)F)c2)cc1 (stereo not given)	/	-3	0	5	8	13	2.2	-4	/	4	10
COCCCNC(=O)C[C@H]1C[C@H](C(=O)N2CCOCC2)[C@@]2(CCC3CCCC3)c3[nH]c4cc(-c5ccco5)ccc4c3CCN2C1=O	15	-6	2	17	-25	0	0.3	18	-4	5	-15
C/C(=N\NC(=O)C1CC1)c1ccccc1O	2	8	-3	-17	-18	-6	3.2	2	8	-14	-25
CC(NC(=O)CN1C(=O)NC2(CCCCC2)C1=O)c1ccc(S(N)(=O)=O)cc1 (stereo not given)	4	-3	-7	19	-31	12	4.1	11	3	9	-8
CN1CCN(C(=O)/C(=C/c2cn(S(=O)(=O)N(C)C)c3ccccc23)NC(=O)c2ccccc2)CC1	-1	12	-11	12	7	-4	-0.5	3	-3	2	-51
COc1cccc(NC(=O)CN(C)CC(=O)NCc2ccc(F)cc2)c1	-9	2	-8	2	11	3	-1.5	4	-2	13	-23
CCCN1CCC(NC(=O)Cc2ccccc2C)CC1	-12	6	8	-24	-15	-2	-1.3	0	4	7	-5
CC(C)CCN(CCC(C)C)CC(O)Cn1c2ccccc2c(=O)c2ccccc21 (stereo not given)	2	-2	-17	8	1	13	-1.8	8	-6	-6	-14
Cc1ccccc1S(=O)(=O)N1[C@@H](c2cccc(Cl)c2)C(C(=O)OC(C)(C)C)=CC[C@H]1c1ccc(Cl)cc1	/	18	-1	10	-5	/	/	8	/	18	22
CNC(=O)C1CC(=O)N(CCc2ccc(OC)c(OC)c2)C(=Nc2ccc(F)cc2)S1 (stereo not given)	3	14	12	-4	13	-2	-2.3	1	2	4	-2
COc1ccc(CCNS(=O)(=O)c2cc3c4c(c2)CCN4C(=O)CC3)cc1OC	11	-23	-1	0	-12	19	-1.6	-4	-7	10	-7
CC(C)(C)c1ccc(OCC(=O)NCCN2CCOCC2)cc1	1	13	16	-4	9	10	0.5	-8	-2	14	11
c1ccc(CSc2nc3ccccc3[nH]2)cc1	-18	-88	1	-41	-128	-2	-1.2	1	-4	-82	-53
CCCS(=O)(=O)Nc1cccc(-c2nc3cccnc3s2)c1	-10	-9	-5	-8	-22	-2	1.0	12	-4	-13	9
COc1ccc(NC(=O)CC(c2ccccc2)c2ccco2)cc1 (stereo not given)	-2	-5	4	-9	-16	10	-1.1	10	6	-6	13
O=C(NC(=O)c1ccc(F)cc1)Nc1nc(-c2cccs2)cc(C(F)(F)F)n1	0	-9	-4	-3	6	0	0.2	4	-6	-4	-1
COCCNC(=O)CN(C(=O)c1ccc(N2CCCC2)nc1)c1ccccc1	-5	14	1	8	7	0	3.9	7	-5	-6	-8
COc1ccc(CCCC(=O)NC2CCCCC2)cc1	-14	14	-20	-13	-3	1	3.1	1	-14	-21	20
CC(=O)Oc1ccc2c(=O)c(Oc3ccccc3)coc2c1OC(C)=O	-3	-33	-11	5	0	0	-0.4	-7	10	-7	-17
O=C(CN1C(=O)C2C3CCC(C3)C2C1=O)OCC(=O)c1ccccc1 (stereo not given)	8	8	-1	-15	10	0	-1.7	0	8	6	-12
C=CCNc1nc(S(=O)Cc2ccc(C)cc2)nc2c1CCCC2 (stereo not given)	6	-9	2	7	13	8	-3.6	2	-12	3	27
CC(CN1CCCC1)OC(=O)c1cccc(F)c1 (stereo not given)	0	-29	9	4	-6	12	0.5	-8	-6	-20	28
COc1ccc(NC(=O)CN2C(=O)NC3(CCCC3)C2=O)cc1	-3	-11	-17	-10	46	0	-0.8	4	-7	-9	5
